# High-throughput results (PubChem BioAssay)
# ANO1 activ: activates or potentiates the mouse TMEM16A chloride channel. HEK293 TMEM16A/YFP-H148Q/I152L, iodide quench fluorescence; stronger effect = lower value. AID 623877. B-score at 10 µM. 340,000 tested, 0.3% active. Q8BHY3;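 active = fluorescence-ratio B-score plate-corrected deviation score at least 3 library SD below zero, with starting fluorescence score within 5 deviations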;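 note: channel opened by trigger with iodide after compound preincubation; score built on the fluorescence ratio of max minus min over baseline; more negative score means more quench and so TMEM16A activation or potentiation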
# Target sequence (Q8BHY3 whole entry, looked up): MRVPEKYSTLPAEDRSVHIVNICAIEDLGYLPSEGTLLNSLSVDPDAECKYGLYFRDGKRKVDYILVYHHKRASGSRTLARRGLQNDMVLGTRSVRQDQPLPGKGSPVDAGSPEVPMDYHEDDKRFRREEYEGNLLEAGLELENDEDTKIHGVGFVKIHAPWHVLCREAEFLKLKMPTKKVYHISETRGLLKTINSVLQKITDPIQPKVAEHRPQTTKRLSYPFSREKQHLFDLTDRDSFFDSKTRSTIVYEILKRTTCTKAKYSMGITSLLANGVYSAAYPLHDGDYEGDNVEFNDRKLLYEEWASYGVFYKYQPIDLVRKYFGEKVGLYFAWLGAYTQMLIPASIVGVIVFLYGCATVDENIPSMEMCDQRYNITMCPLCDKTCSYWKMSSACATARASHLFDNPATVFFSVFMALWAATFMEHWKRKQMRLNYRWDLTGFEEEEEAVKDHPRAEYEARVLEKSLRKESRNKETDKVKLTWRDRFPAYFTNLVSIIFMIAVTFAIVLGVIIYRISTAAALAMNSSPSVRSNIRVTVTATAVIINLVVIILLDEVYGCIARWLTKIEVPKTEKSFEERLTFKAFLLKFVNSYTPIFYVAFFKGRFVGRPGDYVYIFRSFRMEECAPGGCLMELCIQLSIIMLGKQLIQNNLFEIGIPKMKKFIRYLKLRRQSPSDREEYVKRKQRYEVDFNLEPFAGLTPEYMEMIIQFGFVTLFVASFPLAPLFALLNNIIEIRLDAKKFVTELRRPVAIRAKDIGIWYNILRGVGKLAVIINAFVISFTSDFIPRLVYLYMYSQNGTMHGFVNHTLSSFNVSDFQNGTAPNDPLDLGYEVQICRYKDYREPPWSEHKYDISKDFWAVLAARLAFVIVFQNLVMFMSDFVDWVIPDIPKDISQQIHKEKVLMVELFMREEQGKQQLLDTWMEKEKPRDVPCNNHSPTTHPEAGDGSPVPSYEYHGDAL
# * marks the source's active call; other numbers are inactive results; i = inactive. A portion of the library, so the mix of outcomes need not match the whole.
Compound	ANO1 activ
Cc1ccc2nc(C)cc(C(=O)NC3CCCCCC3)c2c1	i
CSc1ccc(/C=C/C(=O)OCC(=O)NC2CCS(=O)(=O)C2)cc1 (centres undefined)	i
CCCC(C(=O)NNC(=O)c1cc(C)oc1C)c1ccccc1 (centres undefined)	i
COc1cc(-c2ccc3sc(-c4ccsc4)c(C#CCO)c3c2)cc(OC)c1OC	i
O=C1C(CN2CCCC2)CCCC1CN1CCCC1 (centres undefined)	i
Clc1cccc(N2CCN(CCCN3CCN(c4ccccc4)CC3)CC2)c1	i
COc1cc2[nH]c(O)c(C=O)c2cc1OC	i
CN1CCN(CC(=O)Nc2cccc(S(=O)(=O)N(C)c3ccccc3)c2)CC1	i
NC(=O)NN=C(C1CC1)C1CC1	i
CC1(C)O[C@@H]2[C@H](O1)[C@@H](COS(=O)(=O)O)O[C@H]2n1ccc(=O)[nH]c1=O	i
Cc1cc(C(=O)OCC(=O)Nc2ccccc2C(F)(F)F)on1	i
CNc1ccc(C(=O)OCC(=O)Nc2ccnn2C(C)C)cc1[N+](=O)[O-]	i
O=C(c1cccc(S(=O)(=O)NCc2ccc3c(c2)OCO3)c1)N1CCCC1	i
CCOc1ccccc1N1CCN(C(=O)[C@@H]2CCCN2C2=NS(=O)(=O)c3ccccc32)CC1	i
CCCn1c(N)c(C(=O)CN(C)CC(=O)Nc2c(C)cc(C)cc2C)c(=O)[nH]c1=O	i
CCOC(=O)c1[nH]c(C)c(C(=O)OCC(=O)NCc2ccc(OC)c(OC)c2)c1C	i
O=c1ccc(S(=O)(=O)N2CCCC2)c[nH]1	i
Cc1cc(NS(=O)(=O)c2ccc(NC(=O)c3ccccc3F)cc2)no1	i
CCOCc1c(C(=O)OCC(=O)Nc2ccccc2C(N)=O)oc2ccccc12	i
C[C@H](CO)N1C[C@H](C)[C@@H](CN(C)Cc2ccc(C(=O)O)cc2)Oc2c(NS(=O)(=O)c3ccc(F)cc3)cccc2C1=O	i
CN(C)S(=O)(=O)c1cccc(NC(=O)/C=C/c2ccc(S(=O)(=O)N3CCOCC3)cc2)c1	i
CCc1ccc(NC(=O)C(C)OC(=O)CN2C(=O)NC3(CCCC3)C2=O)cc1 (centres undefined)	i
Cc1cccc(Nc2c(O)nc[nH]c2=O)c1	i
O=C(COc1ccc(Cl)cc1Cl)OCC(=O)c1ccc[nH]1	i
O=C(NCc1cccnc1)C1CCN(S(=O)(=O)c2cc([N+](=O)[O-])ccc2Cl)CC1	i
O=C(OCC(O)C(O)C(O)COC(=O)c1ccccc1)c1ccccc1 (centres undefined)	i
CC1CC2C(C(O)CC3(C)C2CCC3(O)C(=O)CO)C2(C)C=CC(=O)C=C12 (centres undefined)	i
CSc1cccc(NC(=O)COC(=O)c2ccccn2)c1	i
N#CC1(NC(=O)COC(=O)c2ccc(-c3ccc(O)cc3)cc2)CCCCC1	i
COc1ccc(/C=C/C(=O)OCC(=O)NCc2ccccc2Cl)cc1OC	i

# Nothing new here: an excerpt of the list.
Compound	ANO1 activ
CCc1ccc(NC(=O)C(C)OC(=O)CN2C(=O)NC3(CCCC3)C2=O)cc1 (centres undefined)	i
Cc1cccc(Nc2c(O)nc[nH]c2=O)c1	i
O=C(COc1ccc(Cl)cc1Cl)OCC(=O)c1ccc[nH]1	i
O=C(NCc1cccnc1)C1CCN(S(=O)(=O)c2cc([N+](=O)[O-])ccc2Cl)CC1	i
O=C(OCC(O)C(O)C(O)COC(=O)c1ccccc1)c1ccccc1 (centres undefined)	i
CC1CC2C(C(O)CC3(C)C2CCC3(O)C(=O)CO)C2(C)C=CC(=O)C=C12 (centres undefined)	i
CSc1cccc(NC(=O)COC(=O)c2ccccn2)c1	i

# Further structures
Compound	ANO1 activ
CN(c1ccccc1)S(=O)(=O)c1cccc(C(=O)OCC(=O)NCc2ccccc2)c1	i
CC1(CCc2ccccc2)NC(=O)NC1=O (centres undefined)	i
CC1CCC(NC(=O)Cn2cnc3sccc3c2=O)CC1 (centres undefined)	-4.8*
COc1ccc(CNC(=O)C(C)N2C(=O)NC(c3ccccc3)(c3ccccc3)C2=O)cc1 (centres undefined)	i
COc1ccc(NC(=O)CN(C)C(=O)COc2ccccc2Cc2ccccc2)cc1	i
CN(CCN1CCc2ccccc2C1)Cc1nc(Cc2ccccc2F)no1	i
Cc1ccc(C2(C)NC(=O)N(CC(=O)Nc3cc(S(=O)(=O)N4CCOCC4)ccc3OC(C)C)C2=O)cc1 (centres undefined)	i
COc1c(N)c2c(c([N+](=O)[O-])c1OC)C(=O)OC2	i
C[C@H](CO)N1C[C@H](C)[C@@H](CN(C)S(=O)(=O)c2ccccc2)Oc2c(NC(=O)NC3CCCCC3)cccc2C1=O	i
CCC(C)Sc1cc(-c2nc3ccc(Cl)cn3c2NC2CCCCC2)ccc1OC (centres undefined)	i
Cc1cc(Cl)ccc1OCCCC(=O)Nc1cc(S(=O)(=O)N2CCOCC2)ccc1N1CCOCC1	i
CCC1(CC)NC(=O)N(CC(=O)N2CCc3ccccc32)C1=O	i
Cn1c(SCC(=O)NNC(=O)c2ccccc2Br)nnc1C(F)(F)F	i
CC(=O)Nc1ccc(NC(=O)COC(=O)[C@@H]2CCCN2C(=O)c2cccs2)cc1	i
C[C@H](CO)N1C[C@H](C)[C@@H](CN(C)S(=O)(=O)c2ccc(F)cc2)Oc2c(NC(=O)Nc3ccc4c(c3)OCO4)cccc2C1=O	i
Nc1nc(N)nc(-c2cc([N+](=O)[O-])ccc2O)n1	i
Cc1ccc(S(=O)(=O)N(C)CCN(C)S(=O)(=O)c2ccc(C)cc2)cc1	i
Cc1cccc(N2CC(C(=O)Nc3cccc(S(=O)(=O)N4CCCCC4)c3)CC2=O)c1C (centres undefined)	i
O=C(Nc1ccc(Cl)c(S(=O)(=O)N2CCCCC2)c1)c1cccnc1	i
OC(C1=CC(=Cc2ccncc2)c2ccccc21)c1ccncc1 (centres undefined)	i
COc1ccccc1NC(=O)c1ccc(Cl)c(S(=O)(=O)NCc2ccco2)c1	i
CCOC(=O)C1CCCN1C(=O)C1(NC(C)=O)CCCC1 (centres undefined)	i
Cn1cnnc1SCC(=O)Nc1ccc2ccccc2c1	i
CCOC(=O)C1CCN(C(=O)c2ccc(S(=O)(=O)Nc3ccccc3Cl)cc2)CC1	i
Cc1csc2nc(COC(=O)c3cccc(N(C)C)c3)cc(=O)n12	i
N#Cc1ccccc1NC(=O)COC(=O)C1CCN(C(=O)c2ccc(Cl)cc2)CC1	i
C[C@H](CO)N1C[C@H](C)[C@@H](CN(C)S(=O)(=O)c2cccs2)Oc2c(NC(=O)c3ccncc3)cccc2C1=O	i
O=C1CSC(=S)N1N=Cc1ccc(Cl)cc1Cl	i
O=[N+]([O-])c1ccccc1S(=O)(=O)Nc1cccc(S(=O)(=O)N2CCCC2)c1	i
CCN1CCN(c2ncnc3c2sc2nc(N4CCOCC4)c4c(c23)CCC4)CC1	i
O=C(CN1C(=O)NC2(CCCc3ccccc32)C1=O)N1CCN(c2cccc(C(F)(F)F)c2)CC1 (centres undefined)	i
O=C(CS(=O)(=O)c1ccccc1)Nc1ccccc1Br	i
C=CC[C@H](CC(=O)OC(C)(C)C)C(=O)OC[C@@H]1CCCN1C(=O)[C@H](CC=C)CC(=O)N[C@H](CO)Cc1ccccc1	i
CCOc1ccc(NC(=O)CN(C)C(=O)Cn2c(=O)cnc3ccccc32)cc1OCC	i
Cc1cccc(OCC(=O)NCC(C)(C)N2CCOCC2)c1	i
COC(=O)c1c(C)[nH]c(C(=O)C(C)OC(=O)c2ccco2)c1C (centres undefined)	i
Cc1ccc(OCCNC(=O)CNC(=O)c2ccc(Cl)c([N+](=O)[O-])c2)cc1	i
COc1ccc(C(=O)O)cc1S(=O)(=O)NC1CCN(Cc2ccccc2)CC1	i
O=C1CCC(C(=O)OCC(=O)N2N=C3/C(=C\c4ccccc4)CCCC3C2c2ccccc2)N1 (centres undefined)	i
COc1ccccc1N(CCC#N)C(=O)CSc1nnc2ccccn12	i

# The results go on:
canonical_smiles	ANO1 activ
C[C@H](CO)N1C[C@H](C)[C@@H](CN(C)CC2CCCCC2)Oc2ccc(NS(C)(=O)=O)cc2C1=O	i
CCn1c(SCC(=O)NCC2CCCO2)nc2ccccc21 (centres undefined)	i
CCc1ccc(NC(=O)COC(=O)Cn2cnc3ccccc32)cc1	i
CC(C)NC(=O)NC(=O)CSc1ccc(S(=O)(=O)N2CCOCC2)cn1	i
CCC(C(=O)OCc1csc(CC(=O)Nc2ccccc2C)n1)c1ccccc1 (centres undefined)	i
CC1([N+](=O)[O-])COC2(CCCCC2)OC1	i
CN(C(=O)CSc1nnc(-c2ccco2)n1Cc1ccccc1)C1CCS(=O)(=O)C1 (centres undefined)	i
O=C1OCCC1(c1ccccc1)c1ccccc1	i
CC(=O)N1CCN(C(=O)c2ccc(C)c(S(=O)(=O)N3CCCCC3)c2)CC1	i
O=C(NNC(=O)c1ccncc1)Nc1ccc(Br)cc1	i
CCOC(=O)c1cocc1C(=O)O	i
C[C@@H]1COC(=O)[C@H](CC(=O)OC(C)(C)C)C/C=C\C[C@@H](CC(=O)N[C@H](CO)Cc2ccccc2)C(=O)N1	i
NC(=O)N(N)c1nc(N2CCCC2)nc(N2CCCC2)n1	i
O=C(Cc1c(F)cccc1Cl)OCC(=O)N1CCc2ccccc21	i
Cc1cc2c(cc1C)C(=O)C(=O)N2	i
CCN(C(=O)CSc1nc2ccccc2[nH]1)C1CCS(=O)(=O)C1 (centres undefined)	i
CC(=O)NS(=O)(=O)c1ccc(NC(=O)c2ccc(NC(=O)c3cccs3)cc2)cc1	i
S=C(Nc1ccccc1)N1CCN(c2ccccc2)CC1	i
CCOc1ncccc1C(=O)Nc1cccc(S(=O)(=O)N2CCCCC2)c1	i
COc1cccc(C(=O)OCC(=O)NC2CCCc3ccccc32)c1O (centres undefined)	i

# Shown as a hit in ANO1 activ (from the list above):
canonical_smiles	ANO1 activ
CC1CCC(NC(=O)Cn2cnc3sccc3c2=O)CC1 (centres undefined)	-4.8*

# The list goes on.
canonical_smiles	ANO1 activ
CCOc1ncccc1C(=O)Nc1cc(S(=O)(=O)N2CCCCC2)ccc1C	i
Cc1csc(NC(=O)C2CC(=O)N(c3ccc4c(c3)OCCO4)C2)n1 (centres undefined)	i
CCCNC(=O)C(Cc1ccccc1)NC(=O)Cc1ccccc1 (centres undefined)	i
CCN(c1ccccc1)S(=O)(=O)c1cccc(C(=O)OCC(=O)Nc2ccc(NC(C)=O)cc2)c1	i
C=CCN=C1S/C(=C\N(C)C)C(=O)N1S(=O)(=O)c1ccc(C)cc1	i
COc1ccc(CNC(=O)COC(=O)CC(NC(N)=O)c2ccc(Cl)cc2)cc1OC (centres undefined)	i
CCCCN(C(=O)C(C)(C)Oc1ccc(Cl)cc1)c1c(N)n(CCC)c(=O)[nH]c1=O	i
CCN(c1ccccc1)S(=O)(=O)c1ccc(OC)c(NC(=O)CN2C(=O)NC(C)(C)C2=O)c1	i
O=S(=O)(Nc1ncnc2sccc12)c1cccc(F)c1	i
CC1CN(Cc2ccccc2)C(=S)N(c2ccccc2)C1=O (centres undefined)	i
Cc1nn(Cc2ccccc2)c(C)c1C(=O)N1CCN(S(=O)(=O)/C=C/c2ccccc2)CC1	i
COc1ccc(C(=O)OCC(=O)N2CCc3ccccc3C2)cc1OC	i
O=C(CCCN1C(=O)/C(=C/c2ccccc2OC(F)F)SC1=S)Nc1cccnc1	i
O=[N+]([O-])c1cccc(N=Nc2ccc(O)cc2O)c1	i
O=C(COC(=O)c1ccc(F)cc1)NC1CC1	i
COc1ccccc1CN(C)c1ccc(S(=O)(=O)N2CCN(C)CC2)cn1	i
COc1cccc(NC(=O)CN(C)CC(=O)NCc2ccc3c(c2)OCO3)c1	i
O=S(=O)(c1ccc2c(c1)C(O)c1ccccc1CC2)C(F)(F)F (centres undefined)	i
CC(Oc1ccccc1)C(=O)N1CCN(c2ncccn2)CC1 (centres undefined)	i
Oc1c(Cl)cc(Cl)c(Cl)c1CN1CCOCC1	i

# Exported with values ahead of the structure: part of the list above
ANO1 activ	compound
i	CCCCN(C(=O)C(C)(C)Oc1ccc(Cl)cc1)c1c(N)n(CCC)c(=O)[nH]c1=O
i	CCN(c1ccccc1)S(=O)(=O)c1ccc(OC)c(NC(=O)CN2C(=O)NC(C)(C)C2=O)c1
i	O=S(=O)(Nc1ncnc2sccc12)c1cccc(F)c1
i	CC1CN(Cc2ccccc2)C(=S)N(c2ccccc2)C1=O (centres undefined)

# (cont.)
canonical_smiles	ANO1 activ
CC[C@@]1(C(=O)OC)N[C@H](CN(C)C(=O)Nc2ccc(OC)cc2)[C@@H]2C(=O)N(Cc3ccccc3)C(=O)[C@@H]21	i
O=C(CNC(=O)c1ccc(Cl)cc1Cl)NCc1ccccn1	i
O=C(NC1CCCC1)c1cccc2c1C(=O)c1ccc(Cl)cc1S2(=O)=O	i
CN(C)c1ccc(S(=O)(=O)N2CCC(Cc3ccccc3)CC2)cn1	i
O=C1c2ccccc2-c2n[nH]c3cccc1c23	i
C=CCC[C@H](Cc1ccc(F)cc1)C(=O)OC[C@H](Cc1c[nH]c2ccccc12)NC(=O)[C@@H](CC=C)CC(=O)N[C@H](CO)Cc1ccccc1	i
N#Cc1ccc(S(=O)(=O)N2CCN(C(=O)c3cn(-c4ccccc4)nc3-c3cccnc3)CC2)cc1	i
CSCCC(NC(=O)c1ccco1)C(=O)N1CC(C)OC(C)C1 (centres undefined)	i
COc1ccc(-n2c(=O)c(CCC(=O)N3CCC(C)CC3)nc3ccccc32)cc1	i
COc1ccc(-c2sc3cc(OC)c(OC)cc3c2C#CC2(O)CCCCC2)cc1	i
COc1ccccc1CN(C)C(=O)c1ccc(S(=O)(=O)NCc2ccco2)cc1	i
O=C1C(=C(I)I)c2ccccc2-c2ccccc21	i
COc1ccccc1N1CCN(C(=O)CSc2nnnn2C2CC2)CC1	i
N#Cc1ccc(C(=O)OCC(=O)Nc2cccc(S(=O)(=O)N3CCCCC3)c2)cc1	i
